# MBD2 inh = inhibitors of human MBD2 binding to methylated oligonucleotide; Q9UBB5; TR-FRET; inhibition, % at 4.4 µM; hit rate 0.31% among 370,000; AID 686964; in the data active = inhibition above about 13%
# PRMT1 FP inh = blocks human protein arginine methyltransferase 1; recombinant PRMT1, activity-based probe fluorescence polarization; inhibition, % at 2.79 µM; hit rate 1.3% among 370,000;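 active = inhibition above about 21% made by adding two undisclosed values, limit read from the data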
# SIAE primary = inhibitors of human sialic acid acetylesterase SIAE; Q9HAT2; SIAE FP-Rh probe binding, fluorescence polarization; inhibition, % at 9.66 µM; hit rate 0.69% among 370,000;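 active = inhibition above a cutoff: mean of compounds within the control limits plus 3 SD of those, cut at about 17% in these data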;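 note: 0% = plate median of compound wells and 100% = probe without SIAE protein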
# TCR CD3 inh = inhibitors of human TCR-CD3 interaction | TAMRA-labeled TCR probe fluorescence, biochemical | inhibition, % at 9.4 µM | hit rate 0.37% among 360,000 | AID 651800; in the data active = inhibition above about 19%;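 note: recombinant mutant TCR 2C K166C tagged with TAMRA read by polarization; 0% = receptor in buffer alone and 100% = receptor with positive control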
# HTRA1 inhibitor = inhibitors of human serine peptidase HTRA1. Q92743. recombinant HTRA1, FP-rhodamine activity-based probe, fluorescence polarization. inhibition, % at 5.96 µM. hit rate 0.5% among 340,000. AID 504803; in the data active = inhibition above about 36%;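 note: 0% = enzyme with DMSO and 100% = wells lacking enzyme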
# rCAG RNA binder = molecules binding r(CAG) RNA repeats. r(CAG) RNA repeat, TO-PRO-1 dye displacement fluorescence. hit rate 1.3% among 370,000. inhibition, % at 3 µM;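 active = inhibition above the plate cutoff, the mean of all test compounds on that plate plus 3 SD, cut at about 35% in these data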;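 note: 0% = DMSO alone and 100% = 100 µM mitoxantrone as full dye displacement; higher means more dye released from RNA so lower well fluorescence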
# ABHD4 inh = ABHD4 (mouse) inhibition, primary FP screen; Q8VD66; purified mABHD4, FP-Rh probe fluorescence polarization; inhibition, % at 8.92 µM; hit rate 0.54% among 370,000;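 active = inhibition exceeding the mean over every tested compound plus 3 SD, cut at about 30% in these data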;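 note: 0% = plate median of compound wells and 100% = S159A mutant with DMSO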
#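 Assay system: Wild-type mouse ABHD4 protein | Medium: HEPES pH 7.0 buffer, 150 mM NaCl, 0.01% Pluronic F-127 | Incubation: Enzyme–compound pre-incubation 45 min, then probe 60 min, both 25 °C | Technique: Fluorescence polarization with parallel and perpendicular emission, 525/598 nm | Evaluation: % inhibition of FP-Rh probe binding versus controls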
# NPR1 activator = GC-A (human) enzyme activation. P16066. HEK293 GC-A cells, cGMP TR-FRET, EC30 ANP; 0% at EC30 ANP, 100% saturating ANP. activation, % at 10 µM. hit rate 0.14% among 370,000. AID 1671463; in the data active = activation above about 40%
# GC-B act = GC-B (human) receptor activation. P20594. HEK293-GC-B cells, CNP EC30, cGMP TR-FRET; 0% at EC30 CNP, 100% saturating CNP. activation, % at 10 µM. hit rate 0.11% among 370,000;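 active = activation at 10 µM reaching about 35% in either raw or pattern-adjusted values, limit read from the data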
# UHRF1 binding = UHRF1 methyl-DNA binding inhibition; AID 687016; hit rate 0.75% among 370,000; inhibition, % at 4.4 µM; UHRF1 binding to methylated oligo, TR-FRET; Q96T88; in the data active = inhibition above about 21%;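 note: UHRF1 SRA domain binding a hemimethylated CpG hairpin DNA probe; 0% = median of test compound wells and 100% = reference inhibitor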
# Target sequence (Q96T88 whole entry, looked up, the tested form may be a part): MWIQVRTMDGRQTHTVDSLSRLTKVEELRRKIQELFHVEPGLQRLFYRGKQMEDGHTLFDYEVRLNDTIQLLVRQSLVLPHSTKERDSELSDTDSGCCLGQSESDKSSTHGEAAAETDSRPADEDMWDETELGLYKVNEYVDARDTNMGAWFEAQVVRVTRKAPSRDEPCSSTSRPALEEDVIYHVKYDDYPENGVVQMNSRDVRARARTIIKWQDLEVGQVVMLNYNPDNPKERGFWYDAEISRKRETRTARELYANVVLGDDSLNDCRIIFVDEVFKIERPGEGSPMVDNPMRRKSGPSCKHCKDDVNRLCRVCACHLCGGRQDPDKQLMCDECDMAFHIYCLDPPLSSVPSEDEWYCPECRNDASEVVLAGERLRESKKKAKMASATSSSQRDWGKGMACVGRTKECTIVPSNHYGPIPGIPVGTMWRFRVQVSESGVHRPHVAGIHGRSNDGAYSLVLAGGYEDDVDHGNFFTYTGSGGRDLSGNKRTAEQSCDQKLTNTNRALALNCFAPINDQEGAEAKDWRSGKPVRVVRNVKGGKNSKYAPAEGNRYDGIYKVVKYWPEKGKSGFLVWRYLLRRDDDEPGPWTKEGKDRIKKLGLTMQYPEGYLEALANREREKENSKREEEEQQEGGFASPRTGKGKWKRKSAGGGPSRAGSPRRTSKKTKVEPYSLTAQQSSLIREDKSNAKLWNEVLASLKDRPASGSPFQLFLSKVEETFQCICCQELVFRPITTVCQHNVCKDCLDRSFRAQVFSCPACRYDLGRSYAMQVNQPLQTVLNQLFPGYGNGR
# * hit, by the source's call; / = no result given. This is a subset; the hit share may differ from the screen's.
SMILES,MBD2 inh,PRMT1 FP inh,SIAE primary,TCR CD3 inh,HTRA1 inhibitor,rCAG RNA binder,ABHD4 inh,NPR1 activator,GC-B act,UHRF1 binding
O=C1CC(c2cccc(Cl)c2)CC(O)=C1C=Nc1cccc(Cl)c1 (stereo unspecified),-4,1,-1,-7,-1,5,5,4,0,-1
CCn1nnc2cc(C(=O)Nc3ccc(C(=O)OC(C)C)cc3)ccc21,0,3,-5,-10,-4,5,0,0,0,-1
COc1ccccc1COC(=O)c1cccc(S(=O)(=O)N(C)Cc2ccccc2)c1,-2,4,-4,/,/,7,-9,3,2,-3
COc1nc(N(C)S(=O)(=O)c2ccc(C)cc2)nc(C)c1Br,-11,-4,-4,0,-4,-1,-8,-39,-24,2
Cc1ccc(/C(N)=N/OC(=O)c2ccco2)cc1,-3,-3,0,2,-12,-1,3,3,-3,1
CCN(CC)S(=O)(=O)c1ccc(NS(=O)(=O)c2ccc(F)cc2)cc1,2,4,-3,-1,2,9,0,4,5,0
CCOc1ccc(CCN2C(=O)c3cccnc3C2=O)cc1OCC,4,0,-1,-3,-1,-8,6,-1,-4,5
CCCCC(=O)NNC(=S)NC(=O)CCC,3,4,-7,-3,4,-2,-3,1,3,0
Cc1ccc2c(NC(=O)c3ccco3)cccc2n1,0,0,9,8,-1,-1,3,1,3,-3
Cc1csc(=O)n1CC(=O)OCC(=O)Nc1ccc(Cl)cc1F,-2,-2,-6,-7,3,-2,-2,2,-2,0
COc1cccc(Nc2nc(C(C)N)cs2)n1 (stereo unspecified),4,0,2,2,/,5,4,-6,-12,14
COc1ccc(C(=O)c2c3ccc(C(F)(F)F)cc3[n+]([O-])n2CCCN)cc1,1,3,-8,2,-2,18,-1,-2,-6,4
O=C(Cc1cccs1)NCc1ccc2c(c1)OCO2,4,0,-4,-3,-5,3,13,0,-1,-1
Cc1cccc(NC(=O)c2onc3c2CCCC3)n1,-3,-2,2,7,-1,-2,-5,-1,-2,-4
CN1C(=O)NC(=O)C1c1ccccc1 (stereo unspecified),3,8,-3,-8,-3,1,5,1,-3,10
COCCCNC(=O)CCCn1c(=O)c2ccccc2n(CC(=O)Nc2c(C)cccc2C)c1=O,3,2,6,-6,3,-8,7,1,2,-1
O=C(Nc1ccc(Cl)c(Cl)c1)OCc1cncs1,5,-2,-5,-1,-12,-3,-3,8,-2,-2
COc1ccc(C(=O)Nc2ccc(N3CCN(C(=O)c4cccs4)CC3)cc2)cc1Br,1,8,0,-4,5,7,3,4,0,3
O=C(CNC(=O)c1ccc(S(=O)(=O)N2CCCC2)cc1)N/N=C/c1ccc(F)cc1,1,-1,-7,3,-4,2,3,1,1,0
CCOC(=O)/C=C1\SCC(=O)N1CC(=O)NC12CC3CC(CC(C3)C1)C2,-5,1,1,1,-2,-4,-8,-4,5,6
O=C(CCN1C(=O)c2ccc([N+](=O)[O-])cc2C1=O)Nc1ccccc1C(=O)O,-9,0,7,2,4,0,-1,1,1,0
COc1ccccc1NC(=O)C(CC=C(Cl)Cl)C(C)=O (stereo unspecified),0,0,2,4,-4,3,-1,-4,0,1
COc1cc(CNC(C)(C)CO)cc(Br)c1OCc1ccccc1,1,-1,-2,2,-2,-4,-1,-8,-1,-2
O=C(C1CCN(Cc2ccc(Cl)cc2)CC1)N1CCN(Cc2ccc3c(c2)OCO3)CC1,-5,-6,2,5,1,-9,10,-2,0,-2
CC(C)COC(=O)CCn1[nH]c(=O)c2ccccc2c1=O,-1,0,2,4,-5,-3,5,0,-3,0

# Other compounds:
SMILES,MBD2 inh,PRMT1 FP inh,SIAE primary,TCR CD3 inh,HTRA1 inhibitor,rCAG RNA binder,ABHD4 inh,NPR1 activator,GC-B act,UHRF1 binding
CCOc1ccc(S(=O)(=O)NCCC(=O)N(C)Cc2ccc(C)o2)cc1,4,-1,-2,0,4,-5,1,-2,-7,0
COc1ccc(CNC(=O)Cn2nc([N+](=O)[O-])c(Br)c2C)cc1OC,-1,-4,-3,7,3,-3,-3,-3,1,-1
COc1ccc(OC)c(C(c2nnnn2CCC(C)C)N2CCN(C(=O)c3ccco3)CC2)c1 (stereo unspecified),-5,2,5,5,-8,-7,0,-10,-9,5
COC(=O)CC1(c2ccccc2)C(=O)c2ccccc2C1=O,-3,-2,7,7,-4,-2,0,-4,2,-2
Cc1cc([N+](=O)[O-])ccc1-c1ccc(/C=N/NC(=O)Cc2ccccc2)o1,-5,-1,-1,6,0,3,9,2,2,2
COc1ccc(OC)c(C2N(c3cc(C)on3)C(=O)C3CCCN32)c1 (stereo unspecified),-4,-3,4,-1,10,4,-11,-7,0,10
O=C(CSc1nnnn1-c1cccnc1)Nc1ccc(OCc2ccccc2)cc1,0,-2,-8,2,-23,8,-5,8,-2,0
C=CCN1C(=O)/C(=C/c2ccc(-c3ccc(F)cc3)o2)SC1=S,-3,3,3,4,1,18,1,4,-5,-3
COc1ccc(N2CCN(C(=O)c3ccc(C(C)(C)C)cc3)CC2)cc1,-2,5,-3,-2,3,-10,6,1,-5,3
CC(=O)N1CCN(C2c3cccc4cccc(c34)C2NS(=O)(=O)c2ccccc2)CC1 (stereo unspecified),1,0,24*,-2,3,4,-4,9,1,0
COc1ccc(NC(=S)NNC(=O)Cn2nc([N+](=O)[O-])cc2C)cc1,5,2,2,2,4,6,13,-2,3,2
CCNc1nc(Oc2ccc(F)cc2)cc(C(F)(F)F)n1,1,-3,0,4,-4,-4,1,4,3,0
COc1cc(Br)c(CN2C(=O)NC3(CCCCCC3)C2=O)cc1OC,2,4,3,-5,9,0,11,-5,-5,1
Cc1cc(C)c(S(N)(=O)=O)c(C)c1N(C)S(=O)(=O)c1ccccc1,-2,-3,9,2,4,-1,-1,-3,-4,3
COc1cc(CN(C)CCc2ccccn2)cc(OC)c1OC,3,3,-2,4,5,-5,20,0,-1,2
N#Cc1ccccc1CSc1ncccc1C(=O)O,-3,-2,10,3,-8,2,-5,0,2,3
Cc1c(NC(=O)CSCc2ccc(Br)cc2)c(=O)n(-c2ccccc2)n1C,-4,2,-7,3,6,-5,4,4,7,0
O=[N+]([O-])c1c(Nc2ccccc2)ccc2nonc12,-11,-3,12,6,-6,2,7,-2,4,-5
O=C(/C=C/c1cccc([N+](=O)[O-])c1)NC(=S)Nc1cccc(NC(=O)c2ccccc2Cl)c1,-6,0,11,3,-11,12,-10,-4,7,-1
Cc1nc2ccc(NC(=O)CS(=O)(=O)c3ccccc3)cc2s1,1,1,5,5,-8,-1,6,2,2,-1
COCCOC(=O)C1=C(C)NC2=C(C(=O)CC(C)(C)C2)C1c1cccnc1 (stereo unspecified),3,1,8,3,0,-4,-4,-5,3,1
O=C(C1CCCN(S(=O)(=O)c2cc(Cl)ccc2Cl)C1)N1CCOCC1 (stereo unspecified),0,1,-6,6,0,-5,-1,2,4,-1
NC(=O)C1(NC2CCCCC2)CCN(Cc2ccccc2)CC1,3,2,-3,-4,4,-2,4,2,-2,0
CCc1ccc(NC(=O)C2CCN(S(=O)(=O)c3c(C)[nH]c(=O)[nH]c3=O)CC2)cc1,-3,-3,1,4,4,5,0,1,6,0
CCC1Oc2ccccc2N(CC(=O)N2CCOCC2)C1=O (stereo unspecified),-1,2,-5,7,1,1,1,-3,1,-3

# Additional results.
SMILES,MBD2 inh,PRMT1 FP inh,SIAE primary,TCR CD3 inh,HTRA1 inhibitor,rCAG RNA binder,ABHD4 inh,NPR1 activator,GC-B act,UHRF1 binding
CCOc1ccc(C(=O)OCc2nnc(-c3cccs3)o2)cc1OC,3,2,6,-4,2,-5,-2,5,0,3
Cc1ccc(S(=O)(=O)N(C)CC(=O)NC2CC(C)(C)NC(C)(C)C2)cc1,1,-2,-2,-3,4,0,-4,0,-3,-2
Cc1ccc(NC(=O)c2cc3c(CO)cnc(C)c3oc2=Nc2cccc(C(N)=O)c2)cc1,1,-2,-5,-5,-4,2,-5,-23,-16,4
CCOC(=O)c1ccc(-n2c(CN3CCC(O)CC3)nc3ccc([N+](=O)[O-])cc3c2=O)cc1,1,0,3,3,-7,10,-4,3,-3,-1
O=C(CSc1nnc(-c2ccc(O)cc2)n1-c1ccccc1)CC(=O)Nc1ccccc1,1,1,-8,-6,-26,21,-54,-12,-6,4
Cc1cc2c(cc1C)CN(c1ccccc1)C2,0,-2,4,6,-1,8,1,1,2,-2
CCOC(=O)C1(Cc2ccccc2)CCN(Cc2cnn(-c3ccccc3)c2)CC1,2,-2,3,2,-1,-9,0,-4,3,-2
CCOC(=O)N1CCN(C(=O)C2CCN(S(=O)(=O)c3ccc(OCC)cc3)CC2)CC1,-3,-1,9,-1,3,-9,2,2,-2,-3
CCN(C(=O)COC(=O)c1ccc2c(c1)OCO2)c1ccc(F)cc1,-2,1,5,-5,-6,0,-1,0,1,-2
O=C(CSc1ccccn1)Nc1nncs1,-3,-2,6,-2,3,1,-1,1,1,1
CCCCN=C1NN=C(c2ccc3c(c2)OCCO3)CS1,-3,6,-2,7,/,0,7,-1,5,-4
O=C(NCC1CCCO1)c1cccc(NS(=O)(=O)c2ccccc2)c1 (stereo unspecified),0,0,-9,2,7,-1,6,1,-3,-1
CC1CCCCN1CCCNC(=O)C1CCCN(c2ncnc3c2nc2n3CCCCC2)C1 (stereo unspecified),2,-3,0,6,4,-3,5,2,2,1
OC1(c2ccccc2F)CCN(Cc2nnnn2CCc2ccccc2)CC1,-2,-2,-4,4,-6,-5,5,0,-2,3
COC(=O)C(Cc1c[nH]c2ccccc12)NC(C)=O (stereo unspecified),-2,0,2,7,7,-2,12,1,1,-2
C[C@@H]1CN([C@H](C)CO)C(=O)CCCn2cc(nn2)CO[C@H]1CN(C)C(=O)CCC(F)(F)F,2,4,4,-8,4,-1,8,0,4,4
CCOC(=O)c1sc(NC(=O)c2cccnc2)c(C#N)c1C,1,-2,-3,-1,-2,8,1,-1,-10,0
CSc1ccc(NC(=O)/C=C/C(=O)O)cc1,2,8,6,-4,8,-2,1,2,0,-1
COc1ccccc1NC(=O)c1ccc2c(=O)n3c(nc2c1)CCC3,-4,1,3,-1,-12,1,-3,1,2,-3
CCC(=O)c1ccc(OCc2ccc(C(=O)OC)cc2)cc1,3,0,1,3,-2,0,-4,2,6,-1
Cc1ccc(NC(=O)c2cccc(S(=O)(=O)N3CCCC3)c2)nc1,-4,-3,-5,-1,1,0,0,-1,-1,0
O=C(Cc1ccc(Cl)cc1)Nc1cccnc1,3,-3,-6,4,-1,5,-7,4,-2,-3
Cc1ccc(-c2cc(C(=O)N/N=C/C=C/c3ccccc3)n[nH]2)o1,2,3,-2,-2,-29,3,-15,2,-10,-2
COC(=O)c1sc(N)c(C(=O)OC)c1COC(=O)C12CC3CC(CC(O)(C3)C1)C2,3,5,-4,-1,-12,9,-2,-5,-6,0
O=C(Nc1cccc(OC(=O)c2ccc(Br)o2)c1)c1ccccc1,-10,-2,-18,6,-15,-1,-16,1,-1,-3

# Of the compounds above, these have a CF3 group.
SMILES,MBD2 inh,PRMT1 FP inh,SIAE primary,TCR CD3 inh,HTRA1 inhibitor,rCAG RNA binder,ABHD4 inh,NPR1 activator,GC-B act,UHRF1 binding
COc1ccc(C(=O)c2c3ccc(C(F)(F)F)cc3[n+]([O-])n2CCCN)cc1,1,3,-8,2,-2,18,-1,-2,-6,4
CCNc1nc(Oc2ccc(F)cc2)cc(C(F)(F)F)n1,1,-3,0,4,-4,-4,1,4,3,0
C[C@@H]1CN([C@H](C)CO)C(=O)CCCn2cc(nn2)CO[C@H]1CN(C)C(=O)CCC(F)(F)F,2,4,4,-8,4,-1,8,0,4,4

# Screening results as filed in PubChem BioAssay.
